PI4K2A block = inhibitors of human PI4K2A. Q9BTU6. purified PI4K2A, ADP-Glo luminescence, 1 h; stronger effect = lower value. activity change, negative = inhibition, % at 76.9 µM. hit rate 0.13% among 420,000; in the data active = activity change below about -50%; inconclusive = mostly about -30% to -49%;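 also: -100% = wells without enzyme as full effect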
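In this quantitative HTS, ADP production by PI4K2A was quantified luminescently after 1 h at ambient temperature; 100 microM adenosine served as plate-quality control.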
HP1b binding inh = inhibitors of HP1-beta chromodomain binding to methylated histone tails; AID 540317; P83916; hit rate 0.56% among 390,000; Potency, µM (top dose mostly 114 µM), for the others: at the top dose activity change, negative = inhibition, usual class: inhibitors; AlphaScreen HP1-beta / biotin-H3K9me3 peptide binding; also: potency is read from the fitted curve at half-maximal effect; nearly all actives have a fitted effect of over 70% in size; inactives centre near 23
Target sequence (P83916 whole entry, looked up): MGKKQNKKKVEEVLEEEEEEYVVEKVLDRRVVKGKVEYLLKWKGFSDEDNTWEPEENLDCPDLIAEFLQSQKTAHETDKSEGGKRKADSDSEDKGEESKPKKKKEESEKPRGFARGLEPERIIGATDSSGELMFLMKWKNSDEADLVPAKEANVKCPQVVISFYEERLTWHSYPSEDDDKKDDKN
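AlphaScreen: HP1-beta (50 nM) preformed 30 min with biotin-H3(1-18)K9me3 peptide (50 nM) in PBS pH 7.4, 0.01% Tween-20. Compound added for 30 min at RT, then streptavidin donor/nickel chelate acceptor beads (10 ug/mL) for 30 min.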
TrxR1 substrate = substrates of rat thioredoxin reductase 1; purified TrxR1 substrate turnover, NADPH consumption readout; O89049; AID 588456; Potency, µM (highest dose often 114 µM), for inactives: at the top dose activity change, negative = substrate turnover; hit rate 0.01% among 390,000; also: potency is read from the fitted curve at half-maximal effect; % is scaled to controls: 0 for no effect and ±100 for the full control effect; nearly all actives have a fitted effect of over 50% in size
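Rat TrxR1, dispensed at 90 nM, was prereduced with 400 uM NADPH (final) for 5 min at ~22 deg C, then incubated with compound 15 min before 400 uM selenite. A first-read NADPH fluorescence drop versus no-compound background flagged substrates.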
Pin1 inhibitor = human Pin1 inhibition; Q13526; Pin1 FP peptide displacement, HiFluor488, 10 min; Potency, µM (top dose mostly 115 µM), for the others: at the highest dose activity, negative = inhibition, actives largely listed as inhibitors; hit rate 0.009% among 390,000; active = well fitted inhibition curve with a large enough effect in the polarisation, with a control signal flat, not every such curve was filed as active; inconclusive = small, poorly fitted or top-dose-only effect, or effect the other way, or a change in a side signal; inactive = no such curve, though single readings can be large or run the other way; the % refers to the polarisation; also: potency is read from the fitted curve at half-maximal effect; % is scaled to controls: 0 for no effect and ±100 for the full control effect
Target sequence (Q13526 whole entry, looked up): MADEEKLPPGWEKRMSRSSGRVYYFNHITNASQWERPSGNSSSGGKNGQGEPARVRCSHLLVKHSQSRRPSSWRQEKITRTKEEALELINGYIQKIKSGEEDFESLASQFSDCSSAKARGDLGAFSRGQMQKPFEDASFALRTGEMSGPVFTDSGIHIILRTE
rTrxR1 inhibitor = blocks rat thioredoxin reductase 1 | O89049 | recombinant rTrxR1, NADPH fluorescence consumption, selenite substrate | Potency, µM (titrated, usually from 114 µM), without a hit: at the top dose activity change, negative = inhibition, hits mostly inhibitors | hit rate 1% among 390,000; also: potency is read from the fitted curve at half-maximal effect; % is scaled to controls: 0 for no effect and ±100 for the full control effect; nearly all actives have a fitted effect of over 65% in size
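Rat TrxR1 (90 nM in the dispensed reagent) was pre-reduced with 400 uM NADPH for 5 min at room temperature, then incubated with compound for 15 min. After 400 uM selenite was added, NADPH fluorescence (Ex 340/Em 450 nm) was followed for 8 min.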
USP1 inh = inhibitors of human USP1/UAF1 deubiquitinase. hit rate 0.23% among 390,000. O94782. Potency, µM (top dose mostly 57.1 µM), inactives show at the highest dose activity change, negative = inhibition, usual class: inhibitors. AID 743255. recombinant USP1/UAF1, Ub-Rhodamine cleavage fluorescence; also: potency is read from the fitted curve at half-maximal effect; % is scaled to controls: 0 for no effect and ±100 for the full control effect; nearly all actives have a fitted effect of over 60% in size; inactives centre near -12
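1 nM enzyme complex + cpd, 15 min RT; start with Ub-Rho 150nM final; kinetic fluorescence ex 480/em 540, 6 reads q60 s. Buffer 50mM HEPES pH 7.8, 0.5mM EDTA, 0.1 mg/ml BSA, 1mM TCEP, 0.01% Tween-20.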
mIDH1 inhibitor = human IDH1 R132H inhibition | AID 602179 | Potency, µM (titrated, usually from 76.6 µM), for the others: at the highest dose activity change, negative = inhibition, actives largely listed as inhibitors | IDH1-R132H enzyme, NADPH consumption, diaphorase/resazurin fluorescence | O75874 | hit rate 0.093% among 390,000; also: potency is read from the fitted curve at half-maximal effect; % is scaled to controls: 0 for no effect and ±100 for the full control effect; nearly all actives have a fitted effect of over 65% in size
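IDH1-R132H (0.5 ug/mL) preincubated 30 min with compound, then NADPH (0.016 mM) and alpha-KG (2 mM) added; 80 min at RT, pH 7.5. Remaining NADPH coupled via diaphorase/resazurin to fluorescence (540/590 nm); concentration-response curves normalized to no-enzyme control.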
GLS inhibitor = blocks human kidney-isoform glutaminase activity | hit rate 0.21% among 410,000 | GLS enzymatic activity, qHTS titration | O94925 | Potency, µM (highest dose often 45.5 µM), without a hit: at the top dose activity change, negative = inhibition, hits mostly inhibitors; also: potency is read from the fitted curve at half-maximal effect; % is scaled to controls: 0 for no effect and ±100 for the full control effect
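Compounds were pin-transferred onto hKGA, after which L-glutamine (1 mM solution) and a detection mix of glutamate oxidase, HRP and Amplex Red were added. Initial and 30 min RT fluorescence reads were collected.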
Tb PGK inh = blocks T. brucei phosphoglycerate kinase; Potency, µM (top dose mostly 57.5 µM), without a hit: top-dose activity change, negative = inhibition, actives largely listed as inhibitors; AID 602233; P07378; hit rate 0.043% among 380,000; PGK/GAPDH coupled, Kinase-Glo luminescence, 60 min; also: potency is read from the fitted curve at half-maximal effect; % is scaled to controls: 0 for no effect and ±100 for the full control effect; nearly all actives have a fitted effect of over 60% in size
Target sequence (P07378 whole entry, looked up): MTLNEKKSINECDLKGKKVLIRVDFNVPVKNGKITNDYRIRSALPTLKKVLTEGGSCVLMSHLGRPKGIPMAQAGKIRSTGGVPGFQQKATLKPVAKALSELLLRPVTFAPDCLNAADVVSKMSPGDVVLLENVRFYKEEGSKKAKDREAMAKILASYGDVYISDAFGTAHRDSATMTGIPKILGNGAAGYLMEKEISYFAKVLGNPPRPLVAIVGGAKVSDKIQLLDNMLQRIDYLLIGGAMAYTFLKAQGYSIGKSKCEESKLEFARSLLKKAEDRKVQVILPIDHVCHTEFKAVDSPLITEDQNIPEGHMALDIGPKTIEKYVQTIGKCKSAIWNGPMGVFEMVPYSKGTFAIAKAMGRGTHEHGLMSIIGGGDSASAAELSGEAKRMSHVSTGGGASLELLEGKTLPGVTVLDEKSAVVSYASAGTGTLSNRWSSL
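Recombinant glycosomal PGK reaction used 1,3-bisphosphoglycerate generated in-well by GAPDH (100nM final) in 100mM TEA pH 7.6, 5mM MgCl2, 0.01% Tween-20. After 60 minutes at room temperature, ATP was read by Kinase-Glo Plus luminescence end-point.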
An asterisk follows results filed as active; i = inactive; ? = inconclusive; nt = not tested or not shown; [ ] = remark or other dose. Unless noted, calls follow the shape of the dose curve; as a rule, active = well fitted curve in the direction sought with a large enough effect; inconclusive = small, poorly fitted or top-dose-only effect, or another doubt; inactive = no such curve, though single readings can be large; an effect the other way counts as inactive or inconclusive.

SMILES | PI4K2A block | HP1b binding inh | TrxR1 substrate | Pin1 inhibitor | rTrxR1 inhibitor | USP1 inh | mIDH1 inhibitor | GLS inhibitor | Tb PGK inh
Cn1c(SCC(=O)n2c3c(c4ccccc42)CCCC3)nnc1-c1ccccc1 | 0.0 | 25.0% | -5.1% | -0.6% | -5.9% | -20.6% | 8.7% | nt | -5.8%
COc1ccncc1-c1ccccc1C1=CC(=O)CC(C)(C)C1=O | 4.1 | nt | nt | nt | nt | -25.4% | 6.8% | -8.5% | -8.4%
CCN=C1SC(CC(=O)NC(C)c2ccccc2)C(=O)N1CC (centres undefined) | 2.0 | 17.0% | -1.9% | -3.4% | -2.7% | -18.8% | -0.5% | 4.2% | 0.0%
CN1CCN(c2ccc(NC(=O)Cc3ccccc3)cc2)CC1 | -0.6 | 1.1% | -10.2% | 8.1% | 2.7%[57.1 µM] | -3.9% | 12.6% | 52.0%[activator] | -3.7%
COC(=O)c1cccc(NC(=O)CN2CCN(Cc3ccccc3)CC2)c1 | 6.4 | 55.1%[activator] | -1.6% | 4.7% | -9.5% | -19.2% | 7.0% | -3.2% | -1.7%
CCOC(=O)c1cn2nc(Oc3ccccc3)ccc2n1 | 4.3 | 33.3% | 12.5% | -0.2% | 7.5% | -10.2% | 0.0% | -11.4% | -8.5%
COc1ccc(CC(NC(C)=O)C(=O)NC2CCN(C(=O)c3ccc(OC)c(OC)c3)CC2)cc1OC (centres undefined) | -4.6 | 33.3% | 3.0% | -0.2% | 6.9% | -13.0% | 3.5% | 2.1% | -0.8%
COc1ccc(-n2nc(C(=O)Nc3cc(OC)c(OC)c(OC)c3)c(=O)n(C)c2=O)cc1 | -2.8 | 24.5%[57 µM] | -6.2%[57.1 µM] | -3.7% | -1.3%[57.1 µM] | -6.9% | -0.4% | -8.8% | -3.3%
CCOc1ccc(CN2CCN(Cc3ccc4cc(F)ccc4n3)CC2CCO)cc1 (centres undefined) | -3.6 | 15.5% | 8.7% | -1.3% | -3.1% | -0.6% | -0.8% | 10.9% | -14.3%
COC(=O)Cn1c(=O)c2c(nc3n2CCCN3CCc2ccc(OC)c(OC)c2)n(C)c1=O | -2.4 | 13.3% | -2.5% | 0.4% | 19.6% | -5.9% | 3.6% | 1.4% | -3.2%
Cc1ccc2nc(C)c(C(=O)N/N=C/c3ccc(C(=O)O)cc3)cc2c1 | -3.5 | 1.1% | -12.6% | -8.7% | -8.2% | -17.4% | 4.3% | 1.2% | i
Cc1cc(=O)[nH]c(SCC(=O)Nc2ccnc3ccccc23)n1 | -18.3 | 7.1% | 7.4%[57.1 µM] | -7.9% | 21.6%[57.1 µM] | -11.7% | 2.9% | -1.5% | -4.5%
CC1CCN(c2ccc(-c3cccc(NS(=O)(=O)c4ccc(Cl)s4)c3)nn2)CC1 | -5.3 | 8.9%[57 µM] | 0.7%[57.1 µM] | ? | 15.1%[57.1 µM] | -23.8% | -1.5% | 8.7% | -6.6%
O=C(N/N=C1/CC(c2ccccc2)Oc2ccccc21)C1CC1 (centres undefined) | -0.7 | 25.3% | 2.2% | -5.9% | 4.3% | -10.3% | 2.0% | 1.0% | -1.6%
O=S(=O)(NN1CCOCC1)c1ccc(Br)s1 | -17.3 | 37.8% | -10.6% | 0.3% | -5.0% | -19.1% | -2.3% | 31.7%[activator] | 14.3%
CCN(CC)S(=O)(=O)c1cccc2cccnc12 | 4.9 | 21.8% | -7.6% | 2.2% | -10.6% | -6.0% | -3.9% | nt | 10.6%
CN1CCN(C2Cc3ccc(Cl)cc3Sc3ccc(F)cc32)CC1 (centres undefined) | -3.9 | -23.6% | 4.3%[57.1 µM] | -0.3% | 20.6%[57.1 µM] | -11.6% | 7.5% | 0.0% | -9.0%
Cc1ccccc1N/C(SCc1ccc(Cl)cc1)=C(/C#N)C(N)=O | 2.9 | 39.1%[activator] | -18.0%[57.1 µM] | -0.3% | 15.4%[57.1 µM] | -16.3% | -0.8% | -2.8% | -10.7%
CC(C)CCN(C(=O)Nc1ccc(Cl)cc1)C1CCN(C(C)C)CC1 | 2.5 | 20.2% | -7.1%[57.1 µM] | 0.0% | 39.2% | 8.9% | -2.6% | -9.7% | 2.2%
O=C(Cn1[nH]c(=O)c2ccccc2c1=O)OCC(=O)c1ccccc1Cl | 0.7 | 26.0% | -9.0% | 4.4% | -9.8% | 1.8% | 6.1% | -4.0% | -7.5%
CCC(=NNC(=O)c1ccc2c(c1)nc(C)n2CC)c1cc(F)ccc1O | 4.9 | 17.4% | 9.7%[57.1 µM] | 0.4% | 11.4%[11.4 µM] | -14.0% | 1.9% | 17.8% | -0.2%
CC(C)(C)S(=O)N1Cc2cc(CO)ccc2[C@@H]1CCO (some centres undefined) | -4.0 | 98.0%[activator] | 4.1% | -1.2% | 11.6% | -28.2% | 11.3% | -0.5% | i
O=C(CCCOc1ccc(Cl)cc1)N1CCCCCC1 | 6.1 | 35.9% | -1.1% | 0.3% | -6.9% | -23.2% | 0.0% | 4.6% | -5.8%
Cc1cccc(-c2nnc(SCCOc3ccc4c(C)cc(=O)oc4c3)o2)c1 | -4.9 | 23.4% | 47.3%[activator] | -2.1% | 13.8% | -0.9% | 10.4% | 20.5% | -1.9%
CCOC(=O)c1c[nH]n(-c2ccc(C)cc2)c1=O | -13.0 | 40.0%[activator] | 7.5% | -0.8% | 20.4% | -8.3% | 15.4% | -15.0% | i
SMILES | PI4K2A block | HP1b binding inh | TrxR1 substrate | Pin1 inhibitor | rTrxR1 inhibitor | USP1 inh | mIDH1 inhibitor | GLS inhibitor | Tb PGK inh
CCOc1ccc(NC(=O)CCC(=O)NNC(=O)c2cccc([N+](=O)[O-])c2)cc1 | 7.6 | 6.5% | 2.9% | -1.8% | 13.6% | -8.0% | 8.8% | 2.7% | 5.3%
O=C(NC(=S)Nc1cc([N+](=O)[O-])ccc1O)c1cccnc1 | 2.5 | 5.7% | -17.1% | 3.5% | -18.2% | -15.4% | -6.3% | 31.5%[activator] | -4.9%
Cc1cc(NC(=O)CSc2nnc(-c3cccnc3)n2C)no1 | 3.7 | 25.8% | 5.6% | -2.7% | 3.4% | 2.8% | 1.9% | -11.5% | -4.2%
CCOC(=O)N/N=C/c1ccc(N(CC)CC)cc1O | -6.9 | -20.4% | -12.0% | 5.4% | -16.9% | -15.0% | 0.6% | 35.8% | -3.9%
CCC(C)(C)n1nnnc1CN1CCSCC1 | 1.2 | 9.4% | 9.8% | -0.3% | 21.2% | -4.9% | 0.0% | 11.2% | -9.2%
Cc1ccc(S(=O)(=O)Nc2ccccc2CNC2CCCCC2)cc1 | 8.5 | 31.8% | -6.2% | -2.5% | 9.7% | -10.7% | -7.5% | -0.3% | i
COC(=O)CCCC1=CC2=C(c3ccccc3)C(=O)C(C)(OC(=O)C3CCCC3)C(=O)C2=CN1CC1CC1 (centres undefined) | -8.6 | 18.5% | -13.3%[57.1 µM] | -15.3% | -45.6% | ? | 5.2% | -3.4% | -1.3%
O=C(Nc1ccc(Cl)cc1)C1CCCC1 | 0.8 | 58.4%[activator] | 8.2%[2.29 µM] | -3.9% | 22.6% | -15.4% | 1.1% | -0.5% | -0.1%
Cc1ccc(NC(=O)CN(C)C(C)C(=O)Nc2ccc(S(=O)(=O)N3CCCC3)cc2)cc1 (centres undefined) | -2.1 | 25.6% | -4.6% | -3.1% | -12.0% | -3.8% | 5.2% | 4.4% | 8.7%
COc1ccc2c(CNC3CCC(C)CC3)c(C(=O)O)n(Cc3ccccc3)c2c1 (centres undefined) | 2.1 | 17.7% | -5.3% | -3.2% | 1.8% | -17.1% | -1.0% | -8.9% | 2.7%
CC(=O)Nc1ccc(NS(=O)(=O)c2cc(-c3n[nH]c(=O)c4ccccc34)ccc2C)cc1 | -1.7 | 3.1% | -4.3% | -0.1% | 9.2% | 2.0% | -5.4% | 0.0% | 7.3%
COc1ccc(Cl)cc1C(=O)NNC(=O)COC(=O)c1cccs1 | 1.5 | 29.6% | 1.2% | -6.9% | 16.4% | -2.3% | 6.1% | 12.4% | -6.7%
CCCCn1c(=O)nc2n(-c3ccccc3C)c3ccccc3cc-2c1=O | 6.2 | 53.0% | 181.6%[activator] | -7.5% | -28.7% | -18.4% | 4.7% | 0.1% | -6.4%
COc1ccc(/C(CC2OC(=O)c3ccccc32)=N\NC(N)=O)cc1 (centres undefined) | 1.9 | 30.1% | 0.0%[57.1 µM] | 0.2% | 10.4% | -6.0% | 6.3% | -3.3% | 2.9%
COc1cc(NC(=O)COC(=O)CC(NC(C)=O)c2ccccc2)cc(OC)c1 (centres undefined) | 0.4 | -24.4% | -6.1%[57.1 µM] | -8.9% | -12.0%[57.1 µM] | -7.2% | -2.9% | 2.7% | -7.6%
O=C(COC(=O)CCN1C(=O)C2CC=CCC2C1=O)NCCc1ccccc1 (centres undefined) | 7.7 | 20.7% | -8.7% | -2.2% | -11.4% | -1.7% | 8.4% | 4.7% | -5.5%
COC(=O)c1cc(OC)c(OC)cc1NC(=O)c1ccccc1C | -3.1 | 37.0% | 7.1% | -3.5% | 30.2% | -11.5% | 6.8% | 2.0% | nt

The list is partial. The share of hits here may be higher or lower than overall.
